mIAP block – blocks mouse intestinal alkaline phosphatase; purified mouse IAP, CDP-Star luminescence, 30 min; AID 2806; inhibition, % at 10 µM; 330,000 compounds, 0.2% hits;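 active = inhibition of at least 40% at 10 µM in the primary screen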;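 note: plate controls were DMSO with enzyme for no effect and no enzyme wells for full effect; values of inactives mirror those of a sister screen read the other way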
hIAP inh – human IAP inhibition; P09923; purified IAP, CDP-Star luminescence, 30 min; inhibition, % at 10 µM; 330,000 compounds, 0.12% hits; AID 2544;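 active = inhibition reaching a set limit with compound at 10 µM in the primary screen, cut at about 35% in these data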;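 note: plate controls were DMSO wells with enzyme for no effect and no-enzyme buffer wells for full effect; values of inactives mirror those of a sister screen read the other way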
TIM10 inh – growth inhibitors of TIM10 yeast strain. 330,000 compounds, 1.4% hits. S. cerevisiae TIM10 strain growth, BacTiter-Glo luminescence, 24 h. inhibition, % at 10 µM. AID 463195;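 active = inhibition of 40% or more at the single tested concentration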;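 note: wild-type TIM10 isogenic control strain grown at permissive 25 °C; 0% = DMSO yeast wells and 100% = minimal medium wells without yeast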
mIAP act – increases mouse intestinal alkaline phosphatase activity; muIAP, CDP-Star luminescence, 30 min; stronger effect = higher value; 1 = vehicle-only enzyme signal, 0 = enzyme-free wells; activation factor at 10 µM; 330,000 compounds, 0.24% hits;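 active = activation factor of at least 2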; note: the source names both 10 and 20 µM as test concentration; values of inactives mirror those of a sister screen read the other way
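also added = chemiluminescent substrate CDP-Star | test system = mouse IAP enzyme | signal = chemiluminescence readout | compound = DMSO-dissolved test compounds | incubation = 30 min at room temperature | benchmarks = DMSO wells, no-enzyme wells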
Apaf-1 inh – human Apaf-1 inhibition. reconstituted apoptosome caspase-3 activity, DEVD-Rh110 fluorescence. O14727. inhibition, % at 20 µM. AID 489030. 330,000 compounds, 0.71% hits; active = inhibition of at least 40% at 20 µM;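 note: plate controls were DMSO wells for no effect and DEVD-CHO caspase inhibitor wells for full effect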
Target sequence (O14727 whole entry, looked up): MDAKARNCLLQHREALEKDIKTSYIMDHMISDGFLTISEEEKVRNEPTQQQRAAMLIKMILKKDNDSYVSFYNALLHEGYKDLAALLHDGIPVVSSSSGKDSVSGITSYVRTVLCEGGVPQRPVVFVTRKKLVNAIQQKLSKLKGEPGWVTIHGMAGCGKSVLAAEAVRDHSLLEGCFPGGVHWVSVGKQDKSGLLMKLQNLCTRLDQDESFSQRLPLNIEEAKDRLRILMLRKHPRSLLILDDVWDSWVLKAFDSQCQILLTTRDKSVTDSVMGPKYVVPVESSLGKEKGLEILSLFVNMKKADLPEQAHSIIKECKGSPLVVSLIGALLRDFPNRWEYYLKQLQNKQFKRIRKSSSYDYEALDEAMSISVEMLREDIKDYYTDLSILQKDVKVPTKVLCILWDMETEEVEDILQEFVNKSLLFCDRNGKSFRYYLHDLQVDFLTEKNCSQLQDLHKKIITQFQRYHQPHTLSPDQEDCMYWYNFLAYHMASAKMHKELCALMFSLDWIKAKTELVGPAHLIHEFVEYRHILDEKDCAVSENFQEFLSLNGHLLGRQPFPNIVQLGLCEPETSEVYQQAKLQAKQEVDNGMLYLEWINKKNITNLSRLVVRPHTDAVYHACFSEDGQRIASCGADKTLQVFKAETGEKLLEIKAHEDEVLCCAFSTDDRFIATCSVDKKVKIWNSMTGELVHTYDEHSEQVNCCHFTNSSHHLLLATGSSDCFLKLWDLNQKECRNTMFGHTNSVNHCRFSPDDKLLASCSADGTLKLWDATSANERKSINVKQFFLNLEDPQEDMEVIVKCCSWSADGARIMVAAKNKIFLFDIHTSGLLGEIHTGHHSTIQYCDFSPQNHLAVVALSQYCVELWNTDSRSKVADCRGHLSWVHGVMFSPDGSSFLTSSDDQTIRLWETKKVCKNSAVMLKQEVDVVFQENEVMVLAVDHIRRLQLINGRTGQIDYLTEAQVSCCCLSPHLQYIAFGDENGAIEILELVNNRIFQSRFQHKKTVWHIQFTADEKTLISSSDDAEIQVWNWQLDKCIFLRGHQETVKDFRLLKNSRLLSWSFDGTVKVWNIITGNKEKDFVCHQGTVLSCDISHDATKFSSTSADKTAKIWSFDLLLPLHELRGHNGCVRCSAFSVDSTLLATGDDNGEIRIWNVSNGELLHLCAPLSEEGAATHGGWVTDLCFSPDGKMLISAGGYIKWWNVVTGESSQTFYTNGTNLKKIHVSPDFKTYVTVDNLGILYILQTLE
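Medium: Hepes buffer, pH 7.5 / System: biochemical Apaf-1 apoptosome reconstitution / Measured by: Rh110 fluorescence, excitation 480 nm, emission 540 nm / Times: compound with Apaf-1, dATP, procaspase-3 30 min, then 50 min reaction, room temperature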
hIAP act – increases human intestinal alkaline phosphatase activity. 330,000 compounds, 0.16% hits. purified human IAP, CDP-Star luminescence, 30 min; stronger effect = higher value; 1 = vehicle-only enzyme, 0 = enzyme-free background. P09923. activation factor at 10 µM;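 active = activation factor of the enzyme at least 2-fold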; note: the source names both 10 and 20 µM as test concentration; values of inactives mirror those of a sister screen read the other way
tim10-1 inh – inhibits growth of tim10-1 mutant yeast; 330,000 compounds, 2.2% hits; AID 463190; S. cerevisiae tim10-1 ts strain growth, BacTiter-Glo, 24 h; inhibition, % at 20 µM;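 active = inhibition of at least 40%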;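 note: mutant grown at 25 °C; 0% = DMSO wells with yeast and 100% = wells holding no yeast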
ATG4B inhibitor – blocks human ATG4B protease cleavage of LC3 substrate; inhibition, % at 8.33 µM; AID 504462; ATG4B cleavage of LC3-PLA2, NBD-HPC fluorescence, 1 h; 340,000 compounds, 0.51% hits; in the data active = inhibition above about 40%
NALP3 yeast inh – NALP3 inhibition in yeast; Yeast reconstituted NLRP3/ASC/caspase-1, beta-gal luminescence, 24 h; inhibition, % at 10 µM; AID 2825; 330,000 compounds, 0.39% hits;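 active = inhibition of 50% or more; inactive = inhibition below 50%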;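 note: plate controls were induced DMSO wells for no effect and uninduced yeast grown without galactose for full effect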
* = called active by the depositor; & = joins results of further samples.

structure,mIAP block,hIAP inh,TIM10 inh,mIAP act,Apaf-1 inh,hIAP act,tim10-1 inh,ATG4B inhibitor,NALP3 yeast inh
CCc1nnc(NC(=O)CSc2nnc3nc(C)cc(C)n23)s1,-14,-18,-2,1.1,2,1.2,-1,6,-2
CN(C)C(=O)CSc1n[nH]c(=O)[nH]c1=O,6,5,6,0.94,-15,0.95,6,-5,2
COc1ccc(-c2ccc(CCC(=O)O)n2Cc2ccco2)cc1,-11,-7,9,1.1,-10,1.1,9,-4,10
CC(C)(C)OC(=O)N1CCC[C@H]1c1nnc(SCc2cccc(Cl)c2)o1,-10,-19,9,1.1,9,1.2,9,-9,-1
O=C(NN1C(=O)c2ccccc2NC1c1ccc([N+](=O)[O-])o1)c1ccc(Br)cc1 (centres undefined),8,5,55*,0.92,1,0.95,38,-2,12
Cc1ccc(OCC(=O)NNC(=O)c2ccco2)c(C)c1,1,-16,8,0.99,11,1.2,14,0,20
CCOC(=O)C(C)Oc1cccc2c(=O)n(CC(=O)Nc3ccc(OCC)cc3)ccc12 (centres undefined),7,14,-11,0.93,2,0.86,-4,-7,14
Clc1ccccc1Nc1ncnc2c1nnn2Cc1ccccc1,0,-25,8,1,10,1.2,23,56*,-1
CCN(CC)Cc1c(O)ccc2c(=O)c(-c3ccccc3OC)coc12,-1,-22,2,1,-1,1.2,-12,-2,7
O=C(/C=C/c1ccc(OCCCF)cc1)NCc1ccc(Cl)c(Cl)c1,0,-14,-5,1,8,1.1,12,23,17
Cc1cccc(N(C(=O)c2csnn2)C(C(=O)NCc2ccccc2)c2ccc(C)o2)c1 (centres undefined),3,7,1,0.97,11,0.93,17,2,13
Cc1oc2c(CN3CCC(C)CC3)c(O)ccc2c(=O)c1-c1ccccc1,-2,-12,-11,1,0,1.1,-22,0,13
Cc1nc(-c2ccccc2)c(Cc2ccccc2O)c(=O)[nH]1,3,14,12,0.97,-3,0.86,-13,1,15
CCOc1ccc(CN(Cc2ccco2)S(=O)(=O)c2ccc(-n3cnnn3)c(OC)c2)cc1,11,15,16,0.89,-8,0.85,26,-7,25
CCOC(=O)C1CCN(C(=O)Nc2ccc(Cl)cc2Cl)CC1,3,-10,0,0.97,-5,1.1,24,-10,21
O=[N+]([O-])c1cc(C(F)(F)F)ccc1N1CCN(CCO)CC1,-2,14,-7,1,-4,0.86,-6,1,16
COc1ccc(N2CC(C)Cn3c2nc2c3c(=O)[nH]c(=O)n2C)cc1 (centres undefined),-2,9,-7,1,4,0.91,6,-3,17
O=C(O)CSc1ccccn1,-7,3,-2,1.1,-5,0.97,-8,-1,5
O=C(c1ccc(NC(=S)NCc2ccco2)cc1)N1CCCCC1,8,-2,-7,0.92,8,1,5,-3,-1
Cc1ccnc(NC2(C(F)(F)F)N=C3SCCN3C2=O)c1 (centres undefined),8,-10,12,0.92,-11,1.1,13,-1,9
CC/C(Cc1ccccc1)=N/NC(=O)CCn1nnc2ccccc21,1,10,6,0.99,-6,0.9,6,1,3
CC(=O)Nc1ccc(N2CCN(Cc3ccccc3F)CC2)cc1,1,6,-2,0.99,3,0.94,19,-5,17
Cc1c([C@@H]2C[C@H]3CN(Cc4cccc(Cl)c4)C(=O)[C@]34CCCN24)cnn1C,11,-2,10,0.89,15,1,32,-8,1
Cc1nc2c(o1)CCc1ccccc1C2O (centres undefined),4,1,-2,0.96,-1,0.99,6,1,-2
Cc1nc2nc(C)c(NS(=O)(=O)c3ccc4c(c3)CCCC4)c(=O)n2[nH]1,-8,-18,0,1.1,7,1.2,18,3,-11

structure,mIAP block,hIAP inh,TIM10 inh,mIAP act,Apaf-1 inh,hIAP act,tim10-1 inh,ATG4B inhibitor,NALP3 yeast inh
Cc1cc(NS(=O)(=O)c2ccc(NC(=O)/C=C/c3ccccc3Cl)cc2)no1,4,-16,0,0.96,-2,1.2,3,-2,3
COc1ccc(C(=O)NCCc2c[nH]c3ccccc23)cc1,-3,-1,-24,1,-7,1,-67,2,7
O=C(CNC(=O)Cc1ccc(Cl)cc1)NCc1ccco1,3,1,3,0.97,-8,0.99,-1,1,2
Cc1ccc(-c2cc(C(=O)N/N=C/c3ccco3)n[nH]2)s1,15,10,17,0.85,3,0.9,-28,-2,12
O=S(=O)(NCc1c(Cl)cccc1Oc1ccccc1)c1ccc(F)cc1,-13,-6,4,1.1,11,1.1,-7,23,-4
NS(=O)(=O)c1ccc(CCNC(=O)COC(=O)CCc2c[nH]c3ccccc23)cc1,-4,-8,-8,1,-2,1.1,11,-13,20
Cc1ccc(NNC(=O)Nc2ccc(Cl)cc2)nn1,3,10,3,0.97,-2,0.9,2,-6,9
C[C@@H]1CN([C@H](C)CO)C(=O)c2cccc(NC(=O)c3ccncc3)c2O[C@@H]1CN(C)Cc1ccc(C(=O)O)cc1,1,0,-3,0.99,16,1,18,-7,-1
CCn1c(CCn2ccnc2C)n[nH]c1=S,-6,-8,-1,1.1,2,1.1,-1,0,2
COc1cccc(CN2CCN(Cc3cccc4c3OCO4)CC2CCO)c1 (centres undefined),0,0,2,1,-3,1,6,-7,22
CC1(C)CC(NC(=O)Cc2ccccc2[N+](=O)[O-])CC(C)(C)N1,-4,12,1,1,-8,0.88,-2,-2,17
COc1ccc(CNC(=O)CC2C[C@H](C(=O)N3CCOCC3)[C@@]3(CCC4CCCC4)c4[nH]c5ccccc5c4CCN3C2=O)cc1OC (some centres undefined),-18,-7,12,1.2,20,1.1,5,-11,21
CC(=O)O[C@]1(C(C)=O)CC[C@H]2[C@@H]3C[C@H](C)C4=CC(=O)CC[C@]4(C)[C@H]3CC[C@@]21C,2,-15,0,1,19,1.3,21,-2&-6,10
COc1ccccc1NC(=O)Nc1ccnn1C1CCN(C(=O)c2cscn2)CC1,-2,-23,0,1,-1,1.2,-17,1,1
COc1ccc(-n2c(=S)[nH]c3cc(C(=O)N4CCN(c5ccccc5)CC4)ccc3c2=O)c(OC)c1,6,-5,-2,0.94,15,1,0,4,6
CCc1ccc(/C=C/C(=O)C2C(=O)c3ccccc3C2=O)cc1,3,8,10,0.97,39,0.92,-1,1,7
COc1ccc(C(CC(=O)c2ccc(O)cc2)S(=O)(=O)c2ccc(C)cc2)cc1 (centres undefined),0,-9,6,0.99,-64,1.1,19,6,39
CC(C)C(NC(=O)c1ccc(Cl)cc1)C(=O)NC1=NCCS1 (centres undefined),8,4,12,0.92,-1,0.96,1,-9,3
COc1ccc2cc3c(N)nn(C(=O)c4ccc(Cl)c([N+](=O)[O-])c4)c3nc2c1,7,-19,-4,0.93,7,1.2,29,9,-14
N#Cc1c(N2CCOCC2)nc(-c2ccco2)c2c1CCCC2,31,1,18,0.69,9,0.99,40,1,6
COC(=O)c1c(C)nsc1NC(=O)Oc1ccccc1,-2,3,14,1,-7,0.97,-8,-6,-5
Cc1cccc(Oc2nc3ccccn3c(=O)c2/C=C(\C#N)C(=O)NC2CCS(=O)(=O)C2)c1 (centres undefined),11,5,8,0.89,3,0.95,13,-10,5
COC(=O)c1c(NC(=O)/C=C/c2ccco2)sc2c1CCC2,7,-12,2,0.93,8,1.1,11,18,10
CCc1ccccc1NC(=O)NC1CCCCC1,-8,18,-3,1.1,-13,0.82,1,-3,10
Cc1sc2ncn(CCC(=O)O)c(=O)c2c1C,1,-3,1,0.99,-5,1,5,-12,29

structure,mIAP block,hIAP inh,TIM10 inh,mIAP act,Apaf-1 inh,hIAP act,tim10-1 inh,ATG4B inhibitor,NALP3 yeast inh
CC(C)=CCN1CCN(Cc2cccc3nccnc23)CC1CCO (centres undefined),-8,-10,-17,1.1,-14,1.1,-3,9,1
CCOc1ccc(C2C(C#N)=C(N)Oc3nc[nH]c(=O)c32)cc1 (centres undefined),5,-10,-1,0.95,0,1.1,-3,7,0
CCN(CC)C(=O)Cn1cc(C(=O)C(=O)N2CCN(c3ccccc3)CC2)c2ccccc21,2,-26,6,0.98,11,1.3,8,-4,6
CC(C)c1ccc(C(=O)N2CCN(c3cnn(C)c(=O)c3Cl)CC2)cc1,-1,-1,2,1,-1,1,19,-7,-1
Cc1ccc2nc(NC(=O)c3ccc4ncsc4c3)sc2c1,5,6,15,0.95,-6,0.94,-1,-5,9
Cc1cc(-c2nnc(SCC(=O)N3C(C)CCCC3C)o2)no1 (centres undefined),-11,1,17,1.1,-12,0.99,11,-15,8
CC1CCCCN1C(=O)CSCC(=O)Nc1nc(-c2cccs2)cs1 (centres undefined),-4,-8,13,1,-1,1.1,28,-9,5
CC1(C)CC2CC(C)(CN2Cc2cccc([N+](=O)[O-])c2)C1 (centres undefined),10,-13,-7,0.9,0,1.1,-1,1,20
COC(=O)C1=C(C)N(C)C(=S)NC1c1ccc(Cl)cc1 (centres undefined),5,-7,38,0.95,-17,1.1,32,-8,-11
CC(C)CNC(=O)NC(=O)COC(=O)c1cccc(NS(=O)(=O)c2ccc(F)c(F)c2)c1,7,5,-9,0.93,14,0.95,-2,-2,9
Cn1nc(C(F)(F)F)c2cc(C(=O)Nc3ccc(F)cc3)sc21,3,6,4,0.97,-15,0.94,-12,-2,20
c1ccc(N2CCOCC2)c(Nc2nc3ccccc3n3cnnc23)c1,9,6,8,0.91,17,0.94,19,-11,12
CCCCOP(=O)(OCCCC)C1(NS(=O)(=O)c2ccccc2)C=CC(=O)c2ccccc21 (centres undefined),5,14,25,0.95,20,0.86,21,-2,5
O=C(CN1C(=O)CCC1=O)c1ccc(-c2ccccc2)cc1,4,0,20,0.96,8,1,22,6,17
CC(OC(=O)CCOc1ccccc1)C(=O)Nc1ccc(Cl)cn1 (centres undefined),-1,-38,21,1,-7,1.4,34,4,20
CC(C)(CO)NCc1ccc(Br)cc1,6,-10,1,0.94,8,1.1,11,-1,-10
CCOc1ccc(/C=N/Nc2nc(=O)[nH]nc2C)cc1OC,10,12,5,0.9,-9,0.88,15,-11,3
CCOc1ccccc1NC(=O)COC(=O)C1CCC(=O)N1 (centres undefined),-4,-19,-15,1,-4,1.2,-12,7,18
COc1ccc(S(=O)(=O)N(C)CC(=O)NCc2ccco2)cc1OC,-5,7,-13,1,0,0.93,-8,-3,17
CC(C)c1ccc(N2C(=NC(=O)C3CCCO3)SC3CS(=O)(=O)CC32)cc1 (centres undefined),5,6,-2,0.95,-9,0.94,9,-3,13
O=C(Cc1ccc(F)cc1)OCN1C(=O)c2ccccc2C1=O,4,16,0,0.96,8,0.84,11,0,21
O=C(COc1ccccc1[N+](=O)[O-])NNC(=O)Nc1cccc2ccccc12,2,11,5,0.98,4,0.89,29,-6,-7
O=C(CCNS(=O)(=O)c1ccc(Br)cc1)NCc1ccc2c(c1)OCO2,1,6,11,0.99,-10,0.94,14,-10,14

3 entries from above, with values under each structure:
Below each compound – mIAP block	hIAP inh	TIM10 inh	mIAP act	Apaf-1 inh	hIAP act	tim10-1 inh	ATG4B inhibitor	NALP3 yeast inh
CCCCOP(=O)(OCCCC)C1(NS(=O)(=O)c2ccccc2)C=CC(=O)c2ccccc21 (centres undefined)
→ 5	14	25	0.95	20	0.86	21	-2	5
O=C(CN1C(=O)CCC1=O)c1ccc(-c2ccccc2)cc1
→ 4	0	20	0.96	8	1	22	6	17
CC(OC(=O)CCOc1ccccc1)C(=O)Nc1ccc(Cl)cn1 (centres undefined)
→ -1	-38	21	1	-7	1.4	34	4	20
